Screening data (PubChem)
Peg3 prom inh = inhibitors of Peg3 promoter; HeLa PEG-Prom luciferase reporter, luminescence, overnight; inhibition, % at 20 µM; hit rate 1.7% among 360,000;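 active = inhibition of at least 50% at 20 µM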
CaV13 ICDI inh = Primary screen for inhibitors of IQ motif and Ca2+-dependent inactivation inhibitor domain binding in CACNA1D, Förster resonance energy transfer in living cells, …; HEK cells, CFP/YFP FRET ICDI-IQ, plate reader, 10 min; percent FRET-ratio fall versus neutral wells; hit rate 0.098% among 340,000; AID 743397; inhibition, % at 12.3 µM;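 active = mean replicate inhibition of at least 30% and at least 1% of replicates passing that level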;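 note: 0% = median of the neutral control wells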
Vif imaging = blocks HIV Vif function. HEK293T cells, Vif self-association by quenched fluorescence, imaging, 24 h. inhibition, % at 7.49 µM. hit rate 0.35% among 340,000; in the data active = inhibition above about 50%, passing the limit was not always enough; note: some results filed as inactive read as strong as hits
MITF TRPM1 inh = inhibitors of MITF-driven TRPM1 promoter in melanoma cells | SK-MEL-5 TRPM1 promoter luciferase, 24 h | inhibition, % at 12.5 µM | hit rate 0.83% among 330,000;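 active = mean inhibition across replicates of 60% or more, whatever share of single replicates reaches that level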; note: values of inactives mirror those of a sister screen read the other way
PDI inh = PDI (human) enzyme inhibition; PDI insulin aggregation turbidity, A650, 90 min; hit rate 0.052% among 350,000; inhibition, % at 10 µM;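 active = mean inhibition across replicates of 30% or more, whatever share of single replicates reach that level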;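 note: absorbance from insulin aggregation driven by PDI reduction with DTT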
Target sequence (P07237 whole entry, looked up): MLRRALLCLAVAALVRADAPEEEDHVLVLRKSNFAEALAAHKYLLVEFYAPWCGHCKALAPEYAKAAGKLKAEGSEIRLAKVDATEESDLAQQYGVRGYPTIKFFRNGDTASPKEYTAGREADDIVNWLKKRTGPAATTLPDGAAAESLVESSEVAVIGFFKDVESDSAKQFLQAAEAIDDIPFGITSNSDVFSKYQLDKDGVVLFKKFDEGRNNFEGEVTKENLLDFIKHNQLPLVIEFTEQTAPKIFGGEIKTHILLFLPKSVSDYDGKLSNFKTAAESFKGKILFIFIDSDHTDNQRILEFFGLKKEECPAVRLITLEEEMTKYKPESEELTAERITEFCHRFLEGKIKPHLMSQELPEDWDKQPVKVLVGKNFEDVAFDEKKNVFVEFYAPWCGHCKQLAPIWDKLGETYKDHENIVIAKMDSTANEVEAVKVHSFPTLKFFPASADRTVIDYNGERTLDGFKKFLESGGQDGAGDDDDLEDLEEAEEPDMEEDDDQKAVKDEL
NR2E3 ag-1 = activates human NR2E3 receptor. AID 602229. inhibition of corepressor binding, % at 3.98 µM. hit rate 0.35% among 360,000. CHO-S Gal4-NCOR/VP16-NR2E3 two-hybrid, luciferase;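 active = inhibition above the mean of all tested compounds plus 3 SD, cut at about 70% in these data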;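 note: 0% = DMSO with NR2E3 transfected cells and 100% = cells lacking NR2E3 construct; higher means lower luciferase signal from less NR2E3 corepressor binding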
Target sequence (Q9Y5X4 whole entry, looked up, the tested form may be a part): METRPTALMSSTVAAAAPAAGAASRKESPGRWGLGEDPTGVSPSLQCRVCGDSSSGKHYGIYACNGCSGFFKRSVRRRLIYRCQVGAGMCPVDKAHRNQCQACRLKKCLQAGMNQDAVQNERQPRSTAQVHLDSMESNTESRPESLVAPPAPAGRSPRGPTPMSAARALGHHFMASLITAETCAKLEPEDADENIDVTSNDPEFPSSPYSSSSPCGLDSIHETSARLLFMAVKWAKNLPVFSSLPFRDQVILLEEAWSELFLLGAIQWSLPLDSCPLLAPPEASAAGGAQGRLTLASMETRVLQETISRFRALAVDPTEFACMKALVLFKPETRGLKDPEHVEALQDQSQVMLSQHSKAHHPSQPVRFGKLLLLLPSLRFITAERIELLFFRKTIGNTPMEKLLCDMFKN
Shn3 inh set2 = Schnurri-3 reporter inhibition in Clone20 osteoblasts; Clone20 osteoblast Shn3 3'UTR firefly luciferase, 24 h; inhibition, % at 12.5 µM; hit rate 0.52% among 360,000;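 active = mean inhibition of at least 75% with every replicate also reaching 75%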;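 note: 0% = median of neutral control wells and 100% = pilot-screen positive control compound; some compounds past the cut are filed as inactive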
KKLEB tox = CF airway cell cytotoxicity counter-screen; KKLEB CF airway cells viability, ATPlite luminescence, overnight; hits give low values; cells stimulated with P. aeruginosa culture filtrate; activity change (cytotoxicity), % at 5 µM; hit rate 0.36% among 360,000; AID 602141;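 active = corrected activity change at or below -50% at 5 µM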
CF NFkB inh = blocks PAF-induced NF-kB reporter in cystic fibrosis cells | KKLEB NF-kB-GFP reporter, GFP fluorescence overnight | hit rate 0.86% among 360,000 | inhibition, % at 5 µM;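 active = at least 50% inhibition at 5 µM, scaled per plate between neutral and stimulator controls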;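 note: PAF is a Pseudomonas aeruginosa culture filtrate used as stimulus; plate controls were PAF-stimulated DMSO wells for no effect and unstimulated DMSO wells for full effect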
HIF-2a inh = blocks HIF-2a reporter activity | 786-0 RCC cells HIF-2a reporter, luciferase luminescence, overnight | inhibition, % at 18.8 µM | hit rate 0.72% among 360,000;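 active = inhibition of the luminescence signal of 40% or more relative to plate controls, in a single-dose primary screen at 18.75 µM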
NR2E3 ag-2 = NR2E3 (human) agonism. Q9Y5X4. GST-NR2E3/biotin-RetCOR TR-FRET, 1536-well. inhibition of corepressor binding, % at 4.78 µM. hit rate 0.12% among 320,000. AID 2300;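 active = percent inhibition above the cutoff of mean plus 3 SD of all tested compounds, set per screening campaign, cut at about 20% in these data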;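 note: 0% = DMSO wells and 100% = biotin wells as full block of FRET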
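Assay system: NR2E3–RetCOR corepressor complex. Quantity: 1.35 nM GST-NR2E3. Buffer or medium: pH 7.5 Tris-based buffer. Reagent: biotinylated RetCOR corepressor at 7 nM final. Schedule: 5 h at 4 °C. Detection: TR-FRET, emission read at 617 and 671 nm. Replicates: one well per compound, singlicate testing.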
* hit, by the source's call; / = not tested or not shown; & = joins results of further samples.

smiles	Vif imaging	NR2E3 ag-2	CF NFkB inh	MITF TRPM1 inh	Shn3 inh set2	HIF-2a inh	KKLEB tox	NR2E3 ag-1	Peg3 prom inh	CaV13 ICDI inh	PDI inh
CCOC(=O)c1ccc(Nc2ncnc3ccccc23)cc1	-4.8	-2.6	28.4	-53.7	-20.5	-177.1	8.1	-47.9	-157.2	-2.8	5.5
COC(=O)c1ccccc1NC(=O)CSc1n[nH]c(-c2cccnc2)n1	0.0	3.1	15.1	4.9	-1.2	14.3	-2.2	-6.2	17.7	-6.5	3.2
COCc1cc(/C=N\NC(=O)Cc2ccc(OC)cc2)ccc1OC	-2.5	3.0	-1.2	-4.5	-11.8	7.3	4.8	-14.2	5.3	-2.0	2.7
CCOC(=O)C1CCCN(S(=O)(=O)c2ccc(Br)s2)C1 (stereo unspecified)	4.6	2.6	-12.4	6.1	18.0	8.7	4.9	-7.4	1.9	-7.3	-2.5
O=C(Nc1cccc(C(F)(F)F)c1)Nc1nnc([C@H]2C[C@H](O)[C@@H](CO)O2)s1	-6.5	/	10.2	/	-9.0	15.7	-9.4	-17.5	1.7	-4.1	7.5
CCc1nc2ccc(C(=O)N(CC)CCN(C)C)cn2c1N(C)CCCc1ccccc1	-5.9	/	15.0	/	5.9	1.6	2.4	9.5	9.6	-7.9	7.6
CC(=O)c1ccc(NC(=O)C2CCCN(S(=O)(=O)c3c(C)[nH]c(=O)[nH]c3=O)C2)cc1 (stereo unspecified)	-5.5	3.5	-3.5	-1.4	-18.5	8.5	35.0	11.4	-10.7	-6.8	1.9
COc1cc2cc(C#N)c(SCC(=O)N3CCOCC3)nc2cc1OC	0.4	3.0	8.9	-13.9	-25.9	-66.1	-13.5	-18.0	-66.8	/	0.8
COc1ccc(S(=O)(=O)Nc2ccc(-c3ccc4nnc(C)n4n3)cc2)c(OC)c1	15.4	3.5	-31.7	9.7	6.3	-7.7	-11.5	8.5	-4.7	-6.5	15.5
C=C(C)CNC(=S)N=Nc1c(O)[nH]c2ccc([N+](=O)[O-])cc12	3.1	0.1	-20.8	10.8	33.6	27.8	-5.6	17.8	22.3	2.7	-5.6
CNc1ncc(C(=O)c2ccc(Cl)c(Cl)c2)s1	-1.3	-2.5	-5.1	-45.1	-19.0	-189.9	8.3	-78.8	-174.0	-6.9	-4.4
NS(=O)(=O)c1ccc(CCNC(=O)C(=O)c2c[nH]c3ccccc23)cc1	15.7	2.9	2.1	21.2	24.0	13.6	-8.2	-7.4	10.7	-2.0	-0.3
O=C(CCNS(=O)(=O)c1cccc2nonc12)NC1CCCCCC1	1.4	2.9	4.8	-8.8	5.9	10.0	-9.5	13.8	-1.5	1.6	-6.1
Cc1ccc(S(=O)(=O)N(C)CC(=O)N(C)Cc2cccs2)cc1	/	/	1.0	/	-21.5	11.7	5.9	0.7	2.3	-14.0	-0.1
COCCn1c(SCC(=O)Nc2cc(OC)ccc2OC)nc2c(c1=O)SC(C)C2 (stereo unspecified)	-2.5	2.9	1.0	-8.4	8.9	13.2	-9.8	-16.2	3.0	-4.1	-4.1
CC1CCN(CCCNC(=O)C2CCC(CNS(=O)(=O)c3cccc4nsnc34)CC2)CC1 (stereo unspecified)	3.3	-2.5	6.3	5.2	0.4	7.3	-0.1	22.8	2.8	-8.4	-0.8
Cc1cc(NC(=O)CSc2nnc(C(C)N(C)C)n2-c2ccc(F)cc2)no1 (stereo unspecified)	5.7	3.2	-0.5	10.3	-14.1	17.0	7.3	13.9	-2.4	-7.4	-0.6
O=C(COC(=O)Cc1ccc(Br)cc1)NCC1CCCO1 (stereo unspecified)	0.4	/	-9.7	6.8	-3.3	15.8	2.4	2.9	-0.3	-5.1	-2.1
O=C(O)CCCNc1ccc(S(=O)(=O)N2CCCCC2)cc1	-2.9	1.4	-25.5	4.2	15.2	12.3	2.4	14.9	-5.2	4.6	1.9
C/C(=N/NC(=O)c1ccc(Cl)s1)c1ccc(NC(=O)COc2ccc(Cl)cc2)cc1	/	1.3	11.0	38.0	/	2.6	-11.4	-20.2	-2.7	-5.2	-22.3

Single values from above:
Result of O=C(Nc1cccc(C(F)(F)F)c1)Nc1nnc([C@H]2C[C@H](O)[C@@H](CO)O2)s1 under HIF-2a inh: 15.7
Result of CC1CCN(CCCNC(=O)C2CCC(CNS(=O)(=O)c3cccc4nsnc34)CC2)CC1 (stereo unspecified) under NR2E3 ag-1: 22.8
Result of C=C(C)CNC(=S)N=Nc1c(O)[nH]c2ccc([N+](=O)[O-])cc12 under Peg3 prom inh: 22.3
Result of O=C(O)CCCNc1ccc(S(=O)(=O)N2CCCCC2)cc1 under NR2E3 ag-2: 1.4

Back to the main list; the 2 compounds before the break are reprinted first.
smiles	Vif imaging	NR2E3 ag-2	CF NFkB inh	MITF TRPM1 inh	Shn3 inh set2	HIF-2a inh	KKLEB tox	NR2E3 ag-1	Peg3 prom inh	CaV13 ICDI inh	PDI inh
O=C(O)CCCNc1ccc(S(=O)(=O)N2CCCCC2)cc1	-2.9	1.4	-25.5	4.2	15.2	12.3	2.4	14.9	-5.2	4.6	1.9
C/C(=N/NC(=O)c1ccc(Cl)s1)c1ccc(NC(=O)COc2ccc(Cl)cc2)cc1	/	1.3	11.0	38.0	/	2.6	-11.4	-20.2	-2.7	-5.2	-22.3
Cc1nnc(NCc2ccncc2)c2ccccc12	3.6	1.5	-9.8	16.6	-6.0	-7.5	11.4	4.0	1.6	-3.7	11.3
CC(C)NC(=O)COCc1cc(-c2ccc3c(c2)OCO3)on1	4.3	3.5	0.9	-62.5	-18.7	-113.5	3.9	-33.6	-112.7	-17.6	-1.8
CCn1c(=O)c2[nH]c(Cl)nc2n(CC)c1=O	-8.7	/	16.9	/	7.9	3.5	5.9	-20.6	5.4	-9.8	1.5
Cc1ccc(-c2nn(CC(=O)NCc3ccccn3)c(=O)c3ccccc23)cc1S(=O)(=O)N(C)C	-1.7	1.7	15.8	6.6	12.6	12.6	-3.8	-4.8	15.9	-5.3	3.5
Cc1ccc(C(=O)c2c(NC(=O)c3ccccc3)sc(C)c2C)cc1	-4.4	1.1	0.3	-23.2	-13.8	-87.4	1.2	-11.4	-39.9	-4.2	0.2
COc1ccccc1OCCNC(=O)c1ccc(C(C)(C)C)cc1	-0.1	-0.9	18.4	-63.8	-41.6	-240.8	-2.5	-101.3	-233.9	-3.8	-6.8
CC1(C(=O)NS(=O)(=O)Cc2cccc(Cl)c2)CCN1C(=O)CCc1ccccc1 (stereo unspecified)	-1.4	/	-24.3	/	0.9	12.9	19.5	-1.1	2.8	-5.7	6.7
CCC(C)NC(=O)CSc1ccc(NC(C)=O)cc1 (stereo unspecified)	/	0.2	-2.4	-3.7	-0.5	12.3	3.3	14.1	-9.1	-4.7	0.3
CCC1(c2ccccc2)NC(=O)N(CC(=O)c2ccc3c(c2)OCO3)C1=O (stereo unspecified)	0.1	-0.6	13.1	10.0	6.8	18.1	-17.1	-3.4	17.1	-6.6	0.7
Cc1cc(CN2CCOCC2)c(O)c(C2(C)CCCCC2)c1	-7.3	-0.7	17.4	-6.7	86.5*	22.1	1.0	-13.1	15.8	/	-5.2
COC(=O)C1=C(C)N(c2ccc(OC)c(OC)c2)C(=O)/C1=C\c1ccco1	33.7	1.0	-4.7	10.3	1.8	5.1	-5.5	-13.8	5.5	-5.8	-1.8
O=c1c2c([nH]c3ccccc13)CCCCCC2	-4.6	2.3	8.6	2.2	9.4	1.7	20.3	-8.0	5.5	-3.8	0.4
COc1ccc(NC(=O)N2CCN(c3cccc(C(F)(F)F)c3)CC2)cc1OC	-5.3	1.0	0.7	-11.3	20.5	0.1	-5.6	4.8	7.4	-4.7	-10.9
CCc1sc(NC(=O)C(C)C)nc1-c1ccccc1	-6.6	0.5	3.4	8.5	4.7	12.8	-3.8	-3.8	5.6	4.8	15.6
Cc1ccc(NC(=O)NNC(=O)C2CC(c3cccnc3)=NO2)cc1 (stereo unspecified)	6.2	1.3	1.3	8.7	0.3	4.7	-6.4	-12.1	6.5	/	-0.6
Cc1ccc(-c2nn(-c3ccccc3)cc2CO)o1	2.8	3.2	-7.8	-39.9	-16.3	-211.4	6.9	-90.5	-262.1	/	5.5
O=C(NN1C(=O)C2C(C1=O)C1C=CC2C12CC2)c1ccccc1 (stereo unspecified)	1.3	-0.4	5.2	-1.8	10.0	14.9	3.9	2.7	1.9	-14.1	7.4
COc1cc(OC)c(C2C(C#N)=C(N)OC3=C2C(=O)CC(C)(C)C3)cc1OC (stereo unspecified)	-0.4&21.1	3.5	-9.5	1.2	-14.9	-0.8	-0.3	-30.8	3.2	/	0.0
CCCn1c(SCC(=O)Nc2ccccc2Cl)nc(O)cc1=O	-2.3	/	-25.1	0.4	-0.1	4.4	14.8	-12.2	8.5	-6.1	-1.5
Cn1c(-[n+]2c(-c3ccccc3)cc(-c3ccccc3)cc2-c2ccccc2)nc2cc([N+](=O)[O-])ccc21	-3.5	-6.7	1.2	17.3	0.6	21.0	-3.1	-44.7	-4.0	-5.1	5.0
CC(C)(C)SC(=O)CC1NS(=O)(=O)OCC1NC(=O)OCC(Cl)(Cl)Cl (stereo unspecified)	-4.5	2.1	15.3	-6.1	12.0	12.9	-3.6	17.5	10.2	-10.6	0.1
O=C(N1CCN(c2ccc(F)cc2)CC1)C12CC3CC(CC(C3)C1)C2	/	-1.2	16.5	7.4	9.7	20.6	-8.1	-23.9	8.2	-4.3	0.0
